Epigenetic reg = Quantitative High-Throughput Screen for Regulators of Epigenetic Control; murine LDR cells, GFP reporter derepression, 30 h; Potency, µM (highest dose often 53.9 µM), inactives show top-dose GFP activation, usual class: activators; hit rate 0.2% among 280,000; also: % of control where 0% means no effect; nearly all actives have a fitted effect of over 60% in size
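Murine LDR cells bearing a silenced CMV-driven GFP reporter were exposed to compound for 30 h at 37 C. After PBS washes, GFP-positive cells (20-120 um objects) counted by laser-scanning microplate cytometry.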
aGal spleen mod = qHTS Assay for Inhibitors and Activators of Human alpha-Galactosidase From Spleen Homogenate; Alpha-galactosidase A (Homo sapiens), P06280; hit rate 0.008% among 240,000; AID 2107, 2009; Potency, µM (doses to about 80 µM), without a hit: at the top dose activity change, negative = inhibition, usual class: inhibitors; human spleen homogenate, 4MU-alpha-Gal fluorescence, 40 min;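 also: 0% = enzyme with vehicle and -100% = no enzyme basal signal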
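Human spleen homogenate (1 ug) was the enzyme source, with 4-methylumbelliferyl-alpha-D-galactopyranoside (1 mM final) in pH 5.0 citrate buffer with 0.01% Tween-20. Compounds were titrated; after 40 min at 37C, NaOH/glycine stop, 4-MU fluorescence read; AC50 from Hill fits.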
ALDH1A1 inh = qHTS Assay for Inhibitors of Aldehyde Dehydrogenase 1 (ALDH1A1) | Purified ALDH1A1, NADH fluorescence, propionaldehyde substrate | Potency, µM (doses to about 75.3 µM), for inactives: top-dose activity, negative = inhibition, actives largely listed as inhibitors | hit rate 7.3% among 220,000 | AID 1030, 2008; active = well fitted inhibition curve with a large enough effect, not every such curve was filed as active; inconclusive = small, poorly fitted or top-dose-only effect, or another doubt; inactive = no such curve, though single readings can be large or run the other way;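 also: plate controls were no enzyme wells and a reference inhibitor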
Target sequence (P00352 whole entry, looked up): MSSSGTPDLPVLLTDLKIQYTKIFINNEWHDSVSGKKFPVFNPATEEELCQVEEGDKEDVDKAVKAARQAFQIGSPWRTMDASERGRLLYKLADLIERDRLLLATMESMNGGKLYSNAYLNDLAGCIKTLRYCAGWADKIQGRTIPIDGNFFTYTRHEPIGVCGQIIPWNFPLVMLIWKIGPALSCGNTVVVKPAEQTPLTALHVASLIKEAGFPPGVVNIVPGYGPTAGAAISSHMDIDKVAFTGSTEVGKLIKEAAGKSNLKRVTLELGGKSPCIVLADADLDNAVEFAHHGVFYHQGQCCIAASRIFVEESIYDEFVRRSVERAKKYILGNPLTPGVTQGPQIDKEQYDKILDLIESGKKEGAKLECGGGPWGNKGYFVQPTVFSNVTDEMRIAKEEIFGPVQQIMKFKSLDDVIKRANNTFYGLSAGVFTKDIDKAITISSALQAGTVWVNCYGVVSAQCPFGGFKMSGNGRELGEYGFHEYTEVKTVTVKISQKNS
NPSR antagonist = qHTS Assay for Antagonists of the Neuropeptide S Receptor: cAMP Signal Transduction; hit rate 1% among 220,000; Potency, µM (series often up to 38.3 µM), for the others: at the top dose activity change, negative = inhibition, hits mostly inhibitors; Q6W5P4; AID 1461, 2008; CHO-NPSR cells, cAMP TR-FRET, antagonist mode; also: % is scaled to controls: 0 for no effect and ±100 for the full control effect; nearly all actives have a fitted effect of over 50% in size; many of its hits are not listed in these tables
Target sequence (Q6W5P4 whole entry, looked up): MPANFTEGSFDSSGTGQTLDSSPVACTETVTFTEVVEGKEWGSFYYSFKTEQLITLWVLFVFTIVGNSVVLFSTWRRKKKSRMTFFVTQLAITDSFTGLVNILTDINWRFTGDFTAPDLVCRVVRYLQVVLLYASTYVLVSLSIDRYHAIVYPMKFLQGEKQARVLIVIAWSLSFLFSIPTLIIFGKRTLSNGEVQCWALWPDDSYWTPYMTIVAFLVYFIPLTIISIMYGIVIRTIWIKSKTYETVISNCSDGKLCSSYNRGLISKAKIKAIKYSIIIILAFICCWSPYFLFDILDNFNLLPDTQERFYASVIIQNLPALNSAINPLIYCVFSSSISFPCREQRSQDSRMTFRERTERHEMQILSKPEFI
Tau fluor counter = Counterscreen qHTS for Inhibitors of Tau Fibril Formation, Fluorescence Polarization; tau K18 P301L Alexa594 fluorescence, heparin fibrillization; Potency, µM (highest dose often 57.7 µM), for the others: at the top dose activity change, negative = decrease; hit rate 0.93% among 280,000; AID 1463, 2008; also: % is scaled to controls: 0 for no effect and ±100 for the full control effect; nearly all actives have a fitted effect of over 55% in size
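Human tau K18 P301L (15 uM unlabeled, 0.24 uM Alexa 594-labeled) in 100 mM sodium acetate pH 7 with 20 uM heparin, 6 hr at 37 C. ThT 30 uM added, 1 hr ambient; Alexa 594 FP and total fluorescence read at 555/632 nm.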
GAA inh = qHTS Assay for Inhibitors of Human alpha-Glucosidase as a Potential Chaperone Treatment of Pompe Disease; Lysosomal alpha-glucosidase (Homo sapiens), P10253; purified human GAA, 4-MU-alpha-glucoside fluorescence; Potency, µM (top dose mostly 76.9 µM), for inactives: at the top dose activity change, negative = inhibition, usual class: inhibitors; hit rate 0.005% among 200,000; AID 1466, 2008;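 also: plate controls were uninhibited enzyme wells for no effect and no-enzyme background for full effect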
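qHTS format, compound range up to 77 uM. Human lysosomal enzyme at 4 nM, 400 uM 4-MU glucoside substrate, pH 5.0, 20 min room temperature; fluorescence after alkaline stop gives activity normalized to controls.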
GAA glycogen mod = qHTS Assay for Inhibitors and Activators of Human alpha-Glucosidase Cleavage of Glycogen. Lysosomal alpha-glucosidase (Homo sapiens), P10253. recombinant GAA, glycogen substrate, Amplex Red glucose oxidase fluorescence. Potency, µM (top dose mostly 76.4 µM), for the others: at the top dose activity change, negative = inhibition, most hits filed as inhibitors. hit rate 0.38% among 300,000. AID 2100, 2009;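 also: 0% = full enzyme reaction and -100% = no-enzyme basal signal; the screen sought inhibitors and activators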
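Natural-substrate format: glycogen cleavage by 4 nM human enzyme, glucose read by Amplex Red coupling (Ex 573, Em 610 nm). Normalized to enzyme and no-enzyme controls.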
aGlu spleen mod = qHTS Assay for Inhibitors and Activators of Human alpha-Glucosidase From Spleen Homogenate. Lysosomal alpha-glucosidase (Homo sapiens), P10253. human spleen homogenate, 4-MU-alpha-glucoside fluorescence. Potency, µM (titrated, usually from 79.9 µM), inactives show top-dose activity change, negative = inhibition, usual class: inhibitors. hit rate 0.006% among 240,000. AID 2112, 2009;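 also: 0% = enzyme with vehicle and -100% = no enzyme basal signal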
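Compounds were titrated against alpha-glucosidase in spleen homogenate at pH 5.0, with 1 mM 4-methylumbelliferyl substrate for 40 min at 37 C. Reactions were quenched with pH 10 NaOH/glycine and fluorescence measured.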
* = called active by the depositor; u = inconclusive; x = not tested or not shown; & = joins results of further samples; [ ] = remark or other dose. Unless noted, calls follow the shape of the dose curve; as a rule, active = well fitted curve in the direction sought with a large enough effect; inconclusive = small, poorly fitted or top-dose-only effect, or another doubt; inactive = no such curve, though single readings can be large; an effect the other way counts as inactive or inconclusive. Potency is read from the fitted curve at half-maximal effect. The list is partial; the hit share may differ from the screen's.

No.	compound	Epigenetic reg	aGal spleen mod	ALDH1A1 inh	NPSR antagonist
1	CC(C)(C)c1cc(C(=O)Nc2ccccc2)ccn1	-1.0%	-3%	4%	-4%[46.1 µM]
2	CCCc1cc(=O)[nH]c(SCc2cc(=O)oc3c(C)c(C)ccc23)n1	-2.0%	8%	-15%	-2%
3	Nc1nnc(SCC(=O)OCC(=O)c2ccccc2)s1	-0.3%	-2%	4%	5%
4	COc1ccc(CC(=O)Nc2cc(C)ccc2O)cc1OC	-2.4%	3%	x	16%
5	CCCCn1c(SCC(=O)c2ccccc2)nc2c1c(=O)[nH]c(=O)n2C	0.0%	-12%	u	1%[46.1 µM]
6	N#CCSc1nnc2c(Cl)cc(Cl)cn12	-2.9%	-13%	10%	18%[46.1 µM]
7	CCOC(=O)c1cnn(-c2nc(OCC)cc(OCC)n2)c1C	-1.1%	-1%	9%	-1%
8	COc1ccc(C(=O)CN2C(=O)C(C)(C)Oc3ccc(C(=O)N4CCCCCC4)cc32)cc1	-3.6%	-1%	-9%	u
9	Cc1ccc(-n2c(C)nn(Cc3ccc([N+](=O)[O-])cc3)c2=O)cc1	-0.1%	-10%	5%	-4%
10	Cc1cc(OC(=O)c2c(Cl)cccc2Cl)nc(C)n1	0.6%	3%	6%	-4%[46.1 µM]
11	Cc1cccc(C(=O)N2CCN(C(=O)c3cccc(C)c3)C(C)C2)c1 (stereo unspecified)	-0.8%	-13%	-12%	-7%[46.1 µM]
12	COCCn1c(SCC#N)nnc1-c1ccccc1O	-2.1%	0%	7%	20%[46.1 µM]

No.	Tau fluor counter	GAA inh	GAA glycogen mod	aGlu spleen mod
1	4%	2%	-8%	-8%
2	-8%	-4%	-6%	6%
3	2%	-2%	4%	6%
4	-20%	x	u	0%
5	4%	3%	1%	-10%
6	-6%	-8%	2%	-2%
7	-2%	-4%	-9%	0%
8	-2%	-1%	0%	-1%
9	-11%	-13%	15%	-7%
10	-13%	-1%	4%	4%
11	-3%	0%	-4%	-1%
12	2%	-5%	1%	-4%

Additional compounds.
No.	compound	Epigenetic reg	aGal spleen mod	ALDH1A1 inh	NPSR antagonist
13	CCOCC(=O)OCC(=O)NC12CC3CC(CC(C3)C1)C2	0.9%	-5%	-5%	8%
14	COc1ccc(/C(O)=C2/C(=O)C(=O)N(CC3CCCO3)C2c2cccc(OC)c2)cc1 (stereo unspecified)	1.2%	7%	7%	-1%[46.1 µM]
15	N/C(Cc1ccc([N+](=O)[O-])cc1)=N\OC(=O)Cc1ccc(Cl)cc1	0.0%	4%	-7%	-10%[46.1 µM]
16	O=C(NNC(=O)C1CCCCC1)c1ccc(Br)cc1	-1.9%[10.1 µM]	9%	13%	11%
17	COc1ccc(S(=O)(=O)Nc2ccc(S(=O)(=O)Nc3nc(C)cc(C)n3)cc2)cc1OC	-1.1%	2%	0%	-12%[46.1 µM]
18	CC1(C)Cc2nc3sc4c(N(CCO)CCO)ncnc4c3cc2CO1	-1.1%	23%	u	-9%[46.1 µM]
19	CCCCCCN(C(=O)CCCCCN1C(=O)NC(C2CCCCC2)C(C(=O)OCc2ccccc2)=C1C)C(C(=O)NCCCC)c1ccc(OCC(=O)OC)c(C(=O)OC)c1 (stereo unspecified)	-8.5%	3%	28µM*	x
20	Cc1ccc(NC(=O)Nc2nnc(Cc3ccc([N+](=O)[O-])cc3)s2)cc1C	-1.0%	2%	5%	-5%
21	ON1C(c2ccccc2)CC2(O)c3nonc3CCC12 (stereo unspecified)	-1.0%	3%	6%	14%[46.1 µM]
22	Cc1nn(CC(=O)NN)c(C)c1Br	1.1%	6%	-6%	-10%
23	Cc1noc(C)c1S(=O)(=O)Nc1ccc(C(=O)NC2CCCCC2)cc1	-0.1%	-1%	-2%	-7%[46.1 µM]
24	Cc1ncsc1CCOC(=O)c1ccccc1	-1.3%	-4%	-10%	-4%

No.	Tau fluor counter	GAA inh	GAA glycogen mod	aGlu spleen mod
13	6%	7%	-1%	-4%
14	-9%	2%	-1%	2%
15	-3%	5%	5%	1%
16	15%	10%	-18%	5%
17	-5%	2%	-2%	0%
18	3%	9%	-9%	4%
19	0%	x	x	-1%
20	5µM*[quencher]	2%	4%	-2%
21	2%	4%	u	7%
22	-16%	0%	4%	-8%
23	-1%	-5%	-5%	-5%
24	-6%	8%	6%	-18%

(list continues)
No.	compound	Epigenetic reg	aGal spleen mod	ALDH1A1 inh	NPSR antagonist
25	CS(=O)(=O)n1nc(OC(=O)c2cc(Br)ccc2Cl)cc1N	1.3%	-3%	-4%	-9%
26	O=C(N/N=C/c1cccc([N+](=O)[O-])c1)C1CC1c1ccccc1 (stereo unspecified)	-0.9%	2%	-4%	u
27	Cc1oc(-c2ccc3c(c2)OCCO3)cc1C(=O)NCC(=O)O	3.3%	-8%	u	46%
28	C=CCNC(=O)c1c(Cl)nc(C)c([N+](=O)[O-])c1C	0.0%	-2%	3%	9%
29	O=C(Nc1ccccc1)NC1(C(=O)NCc2cccs2)CCCCC1	-3.3%	4%	u	-9%[46.1 µM]
30	CCN(CC)c1ccc(NC(=O)CN2CCN(S(=O)(=O)c3cc(Cl)ccc3OC)CC2)cc1	-1.0%&4.2%	4%	u	-17%[46.1 µM]
31	COc1ccc(C(=O)N2N=C3CC(C)(C)OCC3C2c2ccccc2)cc1 (stereo unspecified)	-3.0%	5%	u	2%
32	Cc1nn(Cc2ccc(Cl)cc2)c(C)c1NC(=O)c1cc(-c2ccco2)on1	13%	5%	3%	-11%[46.1 µM]
33	Cc1ccc(NC(=O)CNCc2ccccn2)cc1S(=O)(=O)N(C)C	1.3%	1%	-2%	9%
34	Cc1ccc(C(=O)N2CCN(c3ccccn3)CC2)cc1	-0.2%	-1%	-6%	-1%
35	CCN(CC)c1ccc2cc(C(N)=O)/c(=N\NC(=O)c3ccncc3)oc2c1	u	2%	-11%	-16%
36	COc1ccc(/C=C/c2nnc(NC(=O)CC(C)C)s2)cc1	0.1%	2%	x	-11%

No.	Tau fluor counter	GAA inh	GAA glycogen mod	aGlu spleen mod
25	15%	-5%	26%	3%
26	u	-5%	16%	-8%
27	-3%[2.34 µM]	3%	4%	-3%
28	-4%	-3%	8%	-5%
29	-10%	13%	5%	0%
30	u	-19%	-9%	-8%
31	3%	-5%	4%	-1%
32	-5%	-1%	4%	1%
33	7%	10%	6%	-12%
34	11%	2%	-4%	-11%
35	u	13%	-12%	-1%
36	-4%	x	-10%	5%

The listing continues.
No.	compound	Epigenetic reg	aGal spleen mod	ALDH1A1 inh	NPSR antagonist
37	COc1cccc(NC(=O)Cn2cnc3sc(C)c(S(=O)(=O)N4CCN(C)CC4)c3c2=O)c1	-0.8%	-9%	3%	11%[46.1 µM]
38	Cc1cc(-c2ccccc2)nc(N/N=C/c2cccnc2)n1	1.0%	7%	21%	-7%
39	NC(=NCc1ccc2c(c1)OCO2)NC(=O)c1ccccc1	2.1%	-1%	-1%	-2%
40	CC1CCCC(NC(=O)Cc2ccc(Br)cc2)C1C (stereo unspecified)	-1.2%	2%	-8%	-17%[46.1 µM]
41	Cc1ccc(NC(=O)CN(C)Cc2nc3ccccc3c(=O)[nH]2)c(Br)c1	0.0%	5%	0%	-4%[46.1 µM]
42	Cc1cccc(C(=O)Oc2ccc(/C=N/O)cc2)c1	3.5%	-14%	1%	1%[46.1 µM]
43	CN1CCC(OC(=O)c2cccc(Cl)c2)CC1	-1.2%	-10%	5%	9%
44	FC(F)(F)c1n[nH]c(=S)n1/N=C/c1ccco1	1.0%	-14%	-8%	-13%[46.1 µM]
45	COc1cc(O)c(C(CC(=O)N2CCN(c3ccccc3)CC2)c2cc(OC)c(OC)c(OC)c2)c(OC)c1 (stereo unspecified)	0.4%	3%&2%	x	1%
46	COc1cccc(C(=O)NCC(=O)n2nc(C)cc2C)c1	-5.5%	-1%	-10%	-5%[46.1 µM]
47	COc1nccc(Nc2ccccc2)c1C#N	-3.4%	-1%	-3%	10%[7.67 µM]
48	O=C(NC(N1CCCC1)C(Cl)(Cl)Cl)c1ccccc1 (stereo unspecified)	-2.9%	-5%	u	-2%[46.1 µM]

No.	Tau fluor counter	GAA inh	GAA glycogen mod	aGlu spleen mod
37	-5%	-24%	2%	-7%
38	-17%	14%	-9%	12%
39	-2%	1%	8%	-4%
40	-13%	-4%	-1%	-21%
41	-11%	-7%	-6%	3%
42	-20%	-7%	-2%	4%
43	-2%	-2%	0%	x
44	-4%	-3%	0%	-1%
45	-24%	x	-8%	-11%&1%
46	4%	6%	14%	-9%
47	-11%	-1%	-1%	-6%
48	-8%	-9%	-1%	-12%

Profiles as entered above. Order of screens: Epigenetic reg | aGal spleen mod | ALDH1A1 inh | NPSR antagonist | Tau fluor counter | GAA inh | GAA glycogen mod | aGlu spleen mod
`Cc1cc(-c2ccccc2)nc(N/N=C/c2cccnc2)n1` is listed as 1.0% | 7% | 21% | -7% | -17% | 14% | -9% | 12%
`Cc1ccc(NC(=O)CN(C)Cc2nc3ccccc3c(=O)[nH]2)c(Br)c1` is listed as 0.0% | 5% | 0% | -4%[46.1 µM] | -11% | -7% | -6% | 3%
`O=C(NC(N1CCCC1)C(Cl)(Cl)Cl)c1ccccc1` (stereo unspecified) is listed as -2.9% | -5% | u | -2%[46.1 µM] | -8% | -9% | -1% | -12%
`Cc1cccc(C(=O)Oc2ccc(/C=N/O)cc2)c1` is listed as 3.5% | -14% | 1% | 1%[46.1 µM] | -20% | -7% | -2% | 4%

As entered above:
NPSR antagonist with #48 = -2%[46.1 µM]
aGal spleen mod with #41 = 5%
Epigenetic reg with #44 = 1.0%
aGal spleen mod with #47 = -1%

Screening results deposited in PubChem BioAssay by National Center for Advancing Translational Sciences (NCATS).
